# Rhodamine fluor – qHTS Assay for Spectroscopic Profiling in Rhodamine Spectral Region; Rhodamine-region fluorescence, 547/598 nm, Tris buffer; stronger effect = higher value; max dye-equivalent concentration, M; hit rate 0.05% among 59,000; AID 594, 2007; in the data active = max dye-equivalent concentration above about 11 nM; inconclusive = between about 1.1 nM and that limit
#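 Intensities are converted to rhodamine-equivalent concentration using a six-point rhodamine standard on each plate. Compounds sit 15 min at room temperature in 100 mM Tris buffer, pH 8.0; read uses the 547/598 nm excitation/emission pair.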
# Fluorescein fluor – qHTS Assay for Spectroscopic Profiling in Fluorescein Spectral Region; hit rate 0.91% among 59,000; Compound autofluorescence, 480/540 nm, fluorescein-equivalent; stronger effect = higher value; AID 593, 2007; max fluorescein-equivalent concentration, M; in the data active = max fluorescein-equivalent concentration above about 10 nM; inconclusive = between about 1.1 nM and that limit
#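 First, buffer (100 mM Tris, pH 8.0) dispensed; second, compounds and fluorescein standards pinned in; third, 15 min room-temperature incubation; finally, imaging at ex 480 nm/em 540 nm. Fluorescence normalized against the six-point fluorescein curve.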
# BRCT PPI green – qHTS Assay for Inhibitors of BRCT-Phosphoprotein Interaction (Green Fluorophore); BRCA1 BRCT-phosphopeptide binding, green fluorescence polarization; AID 875, 2007; Potency, µM (top dose mostly 76.9 µM), for inactives: at the highest dose activity change, negative = inhibition, most hits filed as inhibitors; hit rate 0.05% among 75,000; Breast cancer type 1 susceptibility protein (Homo sapiens), P38398;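 also: potency is read from the fitted curve at half-maximal effect; plate controls were peptide without protein for full effect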
#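 Fluorescence polarization: His-tagged BRCT (~35 kDa BRCA1 C-terminus, 250 nM) bound to 100 nM fluorescein-labeled phosphorylated 10-aa BACH1 peptide, pH 7.3 phosphate buffer with DTT and Tween 20. Compounds incubated 12 min at room temperature; inhibition read as lowered polarization.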
# TexasRed autofl – qHTS Assay for Spectroscopic Profiling in Texas Red Spectral Region; Compound fluorescence, Texas Red channel, 547/618 nm; stronger effect = higher value; max dye-equivalent concentration, M; hit rate 0.06% among 59,000; AID 587, 2007; in the data active = max dye-equivalent concentration above about 10 nM; inconclusive = between about 1.1 nM and that limit
#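 Spectral interference profiling: each compound concentration's relative fluorescence, read with a 547 nm excitation and 618 nm emission filter pair, was normalized to a per-plate Texas Red standard curve.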
# BRCT inh red – qHTS Assay for Inhibitors of BRCT-Phosphoprotein Interaction (Red Fluorophore) | Breast cancer type 1 susceptibility protein (Homo sapiens), P38398 | BRCT-phosphopeptide binding, red fluorescence polarization | Potency, µM (top dose mostly 76.9 µM), inactives show at the top dose activity change, negative = inhibition, most hits filed as inhibitors | hit rate 0.03% among 75,000 | AID 892, 2007; also: % is scaled to controls: 0 for no effect and ±100 for the full control effect
#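 Rhodamine-labelled pBACH1 10-mer (100 nM) bound to BRCT domain (100 nM) at pH 7.3; compounds incubated 12 min room temperature, polarization read. Free peptide defines full inhibition; unlabelled decapeptide titrated as control.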
# A350 autofl – qHTS Assay for Spectroscopic Profiling in A350 Spectral Region. Compound autofluorescence, 340/450 nm, Alexa 350 dye-equivalents; stronger effect = higher value. max dye-equivalent concentration, M. hit rate 11% among 59,000; in the data active = max dye-equivalent concentration above about 10 nM; inconclusive = mostly about 1.1 nM to 9.6 nM
# HEK293 cAMP ctrl – qHTS Assay for Agonists of the Thyroid Stimulating Hormone Receptor: Activators of Intracellular cAMP Concentrations in Parental HEK 293 | parental HEK293 CNG cAMP sensor, membrane potential fluorescence | Potency, µM (highest dose often 57.1 µM), for inactives: at the highest dose activation, most hits filed as activators | hit rate 2.5% among 73,000 | AID 938, 2007; also: potency is read from the fitted curve at half-maximal effect; % of control where 0% means no effect; nearly all actives have a fitted effect of over 55% in size
#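 Counterscreen for endogenous-receptor signalling: CNG-channel HEK 293 cells report cAMP rise by membrane depolarization. After 60 min dye equilibration with 100 uM RO 20-1724, compounds incubated 30 min before bottom-read fluorescence at 590 nm.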
# USP2a inhib – qHTS Assay for Inhibitors of Ubiquitin-specific Protease USP2a | Ubiquitin carboxyl-terminal hydrolase 2 (Homo sapiens), O75604 | USP2a enzymatic assay, qHTS inhibition | Potency, µM (highest dose often 38.3 µM), inactives show at the top dose activity change, negative = inhibition, hits mostly inhibitors | hit rate 0.1% among 60,000;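 also: potency is read from the fitted curve at half-maximal effect; nearly all actives have a fitted effect of over 60% in size; plate controls were DMSO for no effect and NEM full inhibition control for full effect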
#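 Coupled readout: USP2-cleaved Ub-PLA2 (20nM final) turns over NBD C6-HPC (20uM final), Ex 460nm/Em 535nm after 2.5 h, time-zero read flagging artifacts. Enzyme (20nM final, pH 8.0 Tris) given 30 min RT with compound first; NEM defines full inhibition.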
# 4MU fluor – qHTS Assay for Spectroscopic Profiling in 4-MU Spectral Region; AID 589, 2007; hit rate 11% among 59,000; compound autofluorescence, 340/450 nm, 4-MU equivalents; stronger effect = higher value; max dye-equivalent concentration, M; in the data active = max dye-equivalent concentration above about 10 nM; inconclusive = mostly about 1.1 nM to 9.6 nM
#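 Compounds in 100 mM Tris, pH 8.0, incubated 15 min at room temperature, then fluorescence read at 340 nm excitation/450 nm emission. Signal converted to 4-MU dye-equivalent concentration using an on-plate six-point 4-MU standard curve.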
# Caspase-1 inhib – qHTS Assay for Allosteric/Competitive Inhibitors of Caspase-1; P29466; Caspase-1 enzyme, Ac-WEHD-AFC fluorogenic rate; Potency, µM (titrated, usually from 57.5 µM), inactives show at the highest dose activity change, negative = inhibition, usual class: inhibitors; hit rate 0.03% among 75,000; AID 900, 2007;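 also: potency is read from the fitted curve at half-maximal effect; plate controls were vehicle for no effect and no substrate for full effect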
# Target sequence (P29466 120-297 limits assumed): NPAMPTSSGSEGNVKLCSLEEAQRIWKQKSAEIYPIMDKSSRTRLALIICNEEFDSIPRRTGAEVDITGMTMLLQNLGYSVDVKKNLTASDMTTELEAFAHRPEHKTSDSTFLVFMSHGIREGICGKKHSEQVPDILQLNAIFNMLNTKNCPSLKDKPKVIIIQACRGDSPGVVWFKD
# Target sequence (P29466 317-404 limits assumed): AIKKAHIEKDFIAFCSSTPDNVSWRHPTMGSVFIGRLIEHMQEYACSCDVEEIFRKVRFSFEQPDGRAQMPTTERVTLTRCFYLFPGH
# Caspase-7 inhib – qHTS Assay for Allosteric/Competitive Inhibitors of Caspase-7; AID 889, 2007; Potency, µM (titrated, usually from 57.5 µM), for inactives: at the highest dose activity change, negative = inhibition, hits mostly inhibitors; P55210; recombinant caspase-7, Ac-DEVD-AFC fluorescence rate; hit rate 0.02% among 75,000; active = well fitted inhibition curve with a large enough effect in the main read-out, with a control signal flat, not every such curve was filed as active; inconclusive = small, poorly fitted or top-dose-only effect, or a change in a side signal; also: potency is read from the fitted curve at half-maximal effect; % of control where 0% means no effect
# Target sequence (P55210 24-198 limits assumed): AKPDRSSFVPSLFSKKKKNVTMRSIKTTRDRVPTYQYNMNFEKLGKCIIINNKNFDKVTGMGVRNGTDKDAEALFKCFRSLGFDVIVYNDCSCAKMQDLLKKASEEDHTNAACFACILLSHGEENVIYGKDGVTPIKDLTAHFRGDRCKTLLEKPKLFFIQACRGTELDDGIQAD
# Target sequence (P55210 207-303 limits assumed): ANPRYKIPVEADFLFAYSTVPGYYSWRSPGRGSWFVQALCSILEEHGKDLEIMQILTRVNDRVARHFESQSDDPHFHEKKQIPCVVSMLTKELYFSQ
# An asterisk follows results filed as active; i = inactive; ? = inconclusive; / = not tested or not shown; [ ] = dose if it differs, or a comment. Unless noted, calls follow the shape of the dose curve; as a rule, active = well fitted curve in the direction sought with a large enough effect; inconclusive = small, poorly fitted or top-dose-only effect, or another doubt; inactive = no such curve, though single readings can be large; an effect the other way counts as inactive or inconclusive. The list is partial; the hit share may differ from the screen's.
# Values run as follows: Caspase-7 inhib	TexasRed autofl	BRCT inh red	4MU fluor	BRCT PPI green	USP2a inhib	Fluorescein fluor	HEK293 cAMP ctrl	Rhodamine fluor	Caspase-1 inhib	A350 autofl
- CCc1nc(SCC(=O)N2CCCC2)c2ccccc2n1
→ 2%	i	-0.2%	i	-1.1%	/	i	?	i	-2%	i
- Clc1ccc(-c2nnn(Cc3nc4ccccc4s3)n2)cc1
→ -8%	i	0.9%	i	1.6%	2%	i	?	i	-6%	i
- O=C(NC12CC3CC(CC(C3)C1)C2)N1CCN(C(=O)C2CCCO2)CC1 (stereo unspecified)
→ 0%	?	-0.5%	i	-0.6%	4%	i	0%	i	0%	i
- CCC(=O)c1cc2c(cc1NC(=O)c1ccc(C)cc1)OCCO2
→ 0%	i	-2.2%	1.5e-07M*	-1.0%	6%	?	4%	i	1%	1.7e-07M*
- N=c1ccn(Cc2cccc(Cl)c2)cc1
→ 0%	i	-0.5%	i	-0.2%	2%	i	-6%	i	-1%	i
- N=C(N)SCc1cccc(-c2nc3ccccc3c(=O)o2)c1
→ -1%[11.5 µM]	i	-1.2%[15.4 µM]	i	-0.1%[15.4 µM]	/	i	7%[11.4 µM]	i	-4%[11.5 µM]	i
- COC(=O)c1ccccc1NC(=O)C12CCC(C)(C(=O)O1)C2(C)C (stereo unspecified)
→ 0%	i	-0.3%	i	1.6%	9%	i	10%	i	-2%	i
- COc1ccc(N2CCN(C(=O)c3ccc(-n4nc(C)cc4C)cc3)CC2)cc1
→ 0%	?	-0.2%	?	-0.6%	12%	i	6%	i	-1%	?
- Cc1ccc(CCN2CC(C(=O)NCCCN3CCCCCC3)CC2=O)cc1 (stereo unspecified)
→ -2%	i	1.9%	i	-0.9%	-2%	?	4%	i	1%	i
- COc1ccccc1NC(=O)c1nnn(CC(=O)Nc2ccccc2)c1N
→ -1%	i	0.2%	i	1.5%	-10%	i	3%	i	-1%	i
- Cc1nc(SCC(=O)O)c2oc3ccccc3c2n1
→ 1%	?	-3.1%	i	1.0%	/	i	12%	i	-1%	i
- COc1ccc2cc(CN(Cc3ccco3)C(c3nnnn3C3CCCCC3)C(C)C)c(=O)[nH]c2c1 (stereo unspecified)
→ -2%	?	0.2%	?	-0.1%	106%[activator]	i	?	i	-2%	?
- C=CCNc1ncnc2c1cnn2-c1cccc(C)c1
→ 0%	/	-3.7%	/	2.4%	/	/	12%	/	0%	/
- Cn1nc(CC(=O)Nc2cccc3ncccc23)c2ccccc2c1=O
→ 0%	i	-0.6%	i	-0.8%	-1%	i	20%	i	-1%	i
- CCCOc1ccc(CSc2nnc(CCC)n2N)cc1
→ -3%	i	0.5%	i	-0.4%	5%	?	14%	i	-1%	i
- C=CCN1C2CCCC1CC(NC(=O)Nc1cccc(C(C)=O)c1)C2 (stereo unspecified)
→ 0%	?	-0.2%	i	0.2%	2%	i	-3%	i	1%	i
- CN1C(=O)CC(N2CCN(CCN=CC3=C(O)CC(C)(C)CC3=O)CC2)C1=O (stereo unspecified)
→ 1%	i	-0.5%	i	-0.5%	/	i	2%	i	-1%	i
- CCOC(=O)C1CCCCN1Cc1ccc(F)c(Br)c1 (stereo unspecified)
→ 0%	/	1.8%	/	-1.3%	/	/	19%	/	-5%	/
- COc1ccc(OCC(=O)Nc2cccc(-c3nc4ccccc4o3)c2)cc1
→ -1%	/	0.5%	/	-2.5%	54%[activator][7.66 µM]	/	?	/	-3%	/
- COC(=O)c1cc(Br)c(=O)n(-c2ccccn2)c1
→ 1%	?	-1.1%	i	-0.7%	-2%	i	7%	i	-3%	?
- CCN1CCN(C(=O)c2cc3c(-c4ccc(Cl)cc4)nn(C)c3s2)CC1
→ -1%	/	-0.8%	/	0.8%	/	/	16%	/	-2%	/
- COc1ccc(-c2noc(CSc3nc(N)c(-c4ccccc4)c(=O)[nH]3)n2)cc1
→ -4%	i	-2.0%	i	1.3%	24%	i	14%	i	-1%	i
- O=C(Cn1c(=O)sc2ccccc21)N1CCOCC1
→ -2%	/	0.6%	/	-2.4%	-5%[7.66 µM]	/	16%[11.4 µM]	/	-4%	/
- CC(=O)c1cccc(NC(=O)CCNS(=O)(=O)c2cccc(C(C)=O)c2)c1
→ -1%	i	0.5%	i	-1.3%	1%	?	-1%	i	3%	i
- CCCC(C)C(=O)NCc1ccccc1OC (stereo unspecified)
→ 0%	/	1.3%	/	-1.6%	-3%	/	?	/	1%	/
- O=C(O)c1ccc2cc[nH]c2c1
→ -1%	i	1.0%	i	-1.5%	4%	?	0%	i	0%	i
- Nc1ccc(-c2nc3ccc(-c4nc5ccc(N)cc5[nH]4)cc3[nH]2)cc1
→ -7%	/	-4.4%	/	-5.2%	25µM*	/	/	/	3%	/
- CC1CCN(C(=O)CSc2ccc3nnc(-c4ccc(F)cc4)n3n2)CC1
→ 0%	?	-1.8%	?	-0.7%	4%	i	0%	i	1%	?
- CCOC(=O)CC(=O)CSc1nc(N)c(C#N)c(-c2ccc(F)cc2)c1C#N
→ /	?	/	4.3e-08M*	/	/	i	/	i	/	4.7e-08M*
- O=C(c1ccco1)N1CCC[C@@]2(CCN(c3ccccn3)C2)C1
→ -1%	i	-1.0%	i	-1.2%	20%	i	?	i	1%	i
- CCOC(=O)CN1CC23C=CC(O2)C(C(=O)NCc2ccccc2OC)C3C1=O (stereo unspecified)
→ 1%	/	-1.5%	/	-2.2%	/	/	2%	/	3%	/
- COc1ccc(S(=O)(=O)Cc2ccc(C(=O)N3CCN(c4cccc(C)c4)C(C)C3)o2)cc1 (stereo unspecified)
→ -7%	/	0.0%	/	0.3%	/	/	27%	/	-5%	/
- COc1ccc(OCC2CNC(=O)O2)cc1 (stereo unspecified)
→ 3%	?	0.7%	i	-3.8%	10%	i	6%	i	-1%	i
- c1ccc(CSc2nnc(-c3c[nH]c4ccccc34)o2)cc1
→ -11%	i	1.2%	i	1.2%	-23%	i	2%	i	-5%	i
- O=C(NCCC1=CCCCC1)C1CCCN(S(=O)(=O)c2cnc[nH]2)C1 (stereo unspecified)
→ 1%	/	-1.3%	/	-0.3%	/	/	9%	/	-2%	/
- CCOC(=O)c1cc2c(=O)n3cccc(C)c3nc2n(C)c1=N
→ /	i	/	6.8e-06M*	/	/	i	/	i	/	7.4e-06M*
- Cc1cccc(C)c1NC(=O)[C@H](C)N
→ 0%[25.7 µM]	i	0.7%[34.4 µM]	i	-5.3%[34.4 µM]	0%[17.1 µM]	?	4%[25.6 µM]	i	0%[25.7 µM]	i
- Cc1ccc(CC(=O)N2CCC(c3nc4c(nnn4Cc4ccccc4)c(=O)[nH]3)CC2)cc1
→ -6%	/	-0.3%	/	1.0%	/	/	8%	/	0%	/
- CN=C(Nc1cc(C)nn1-c1ccccc1)c1ccccc1
→ 0%	?	0.4%	i	-0.6%	3%	?	-1%	i	-3%	i
- CCN1CCCC1CNC(=O)Cn1cccc1C(=O)c1ccccc1 (stereo unspecified)
→ 0%	i	-0.5%	i	-2.1%	-15%	i	5%	i	1%	i
- CCOc1ccc(-c2nc(S(=O)(=O)c3ccccc3)c(NCc3cccnc3)o2)cc1
→ -4%	?	-1.4%	3.9e-08M*	-2.7%	19%	i	-4%	i	-5%	3e-08M*
- NS(=O)(=O)c1ccc(N=Nc2c[nH]c(=O)c(O)c2)cc1
→ 2%[11.5 µM]	i	0.7%[15.4 µM]	i	2.4%[15.4 µM]	/	?	1%[11.4 µM]	i	-4%[11.5 µM]	i
- Cc1nnc(NC(=O)C2CCN(c3cnccn3)CC2)s1
→ 0%	i	0.1%	2.9e-08M*	-1.5%	0%	?	-2%	i	1%	4e-08M*
- O=C(O)Cc1coc(-c2ccc(F)cc2)n1
→ -1%	i	-1.6%	i	-1.7%	-6%	i	6%	i	2%	i
- COc1ccc(-n2c(=O)[nH]cc(C(=O)Nc3ccc4c(c3)OCCO4)c2=O)cc1
→ 1%	i	1.0%	?	-0.8%	11%	i	2%	i	0%	?
- CCCC1(c2ccccc2)NC(=O)N(CC(=O)c2[nH]c(C)c(C(=O)OCC)c2C)C1=O (stereo unspecified)
→ -5%	?	0.0%	i	1.4%	22%	i	-37%[inhibitor]	i	-2%	i
- O=C(NCCCn1ccnc1)C1CC(c2cccc(Br)c2)=NO1 (stereo unspecified)
→ -1%	i	-0.8%	i	-1.2%	-3%	i	7%	i	-1%	i
